SRC1 TRFRET art: counter-screen for PPARgamma SRC-1 recruitment agonists: TR-FRET artefact. TR-FRET detection artefact counter-screen, emission ratio; active compounds read high. TR-FRET ratio at 8 µM. 0.34% of 99,000 active. AID 1051; in the data active = TR-FRET ratio above about 2300; also: inactives centre near 1800; reference of the scale not given here
SRC3 TRFRET art: flags TR-FRET format artefacts in PPARgamma SRC-3 recruitment agonist screen | TR-FRET artefact counter-screen, PPARgamma/SRC-3 format; active compounds read high | TR-FRET ratio at 8 µM | 0.39% of 99,000 active | AID 1048; in the data active = TR-FRET ratio above about 2000; also: inactives centre near 1600; reference of the scale not given here
* marks the source's active call; other numbers are inactive results. Some of the compounds tested. The share of hits here may be higher or lower than overall.

Below each SMILES – SRC1 TRFRET art	SRC3 TRFRET art
CC(C)CCN(C(=O)CNC(=O)c1cccs1)C(C(=O)NC1CCCC1)c1ccncc1 (stereo not drawn)
  1884	1539
Cc1ccc(C)c(NC(=O)CSc2ccc(-c3ccco3)nn2)c1
  2093	1660
C[n+]1cn(/N=C/c2ccccc2)c2ccccc21
  1822	1540
Cc1noc(C)c1C(=O)N1CCC(Cc2ccccc2)CC1
  2089	1629
CCc1ccc(NC(=O)c2cc3c(C)nc4ccccc4c3o2)cc1
  1868	1469
OC1(c2cccc(C(F)(F)F)c2)CCN(Cc2nc(-c3cnccn3)no2)CC1
  1721	1613
O=C(Nc1ccc(-c2nc3ccccc3s2)c(O)c1)C1=COCCO1
  1522	1543
CCCc1ccc(O)c(N=Cc2cc(Br)cc(OCC)c2O)c1
  1828	1741
COc1ccc(OC)c(C(=O)COC(=O)c2ccc(C)o2)c1
  2057	1947
CCOC(=O)c1c(-c2ccc(C)cc2)csc1NC(=O)c1cccc(N2C(=O)CCC2=O)c1
  1679	1562
O=C(N/N=C/c1ccccc1[N+](=O)[O-])c1ccc(CN2CCOCC2)cc1
  2092	1396
CC(C)c1ccccc1NC(=O)COC(=O)Cc1cccc(C(F)(F)F)c1
  1796	1549
O=c1[nH]c2ccccc2c(O)c1-c1cc2ccccc2oc1=O
  1960	1767
CCOc1ccccc1NC(=S)NCCc1ccc(F)cc1
  1627	1582
COc1ccc2nc(SCC(=O)NCc3ccc4c(c3)OCO4)[nH]c2c1
  1709	1665
Cc1cc(-c2nn(-c3ccccc3F)cc2CN2CCN(c3ccccn3)CC2)c(C)s1
  1782	1533
COc1cc(S(=O)(=O)N2CCCC2)c(C)cc1C
  1909	1536
NC(=O)C(=O)N/N=C/c1cccc(C(F)(F)F)c1
  1590	1322
COC(=O)c1c(NC(=O)C2SC(=NC3CCCCC3)C(C(N)=O)=C2N)sc2c1CCCC2 (stereo not drawn)
  2052	1657
O=C(CCC(=O)OCc1ccc(Br)cc1)Nc1ccccc1
  1485	1471
COCCCNc1nc2nonc2nc1N1CCC(C(C)N2CCOCC2)CC1 (stereo not drawn)
  2004	1736
COc1cc(NC(=O)C(=O)NCCN2CCNCC2)c(OC)cc1Cl
  1676	1730
CCNc1nc(NC(C)CC)nc(ON=C(C)C)n1 (stereo not drawn)
  1791	1625
Cc1nc2ccc(Cl)cn2c1C(=O)NN
  1763	1435
COc1ccc(CC(=O)NNC(=O)CCc2ccccc2)cc1OC
  1535	1347
Cn1c(=O)c2c(nc(CN3CCN(CCO)CC3)n2CCc2ccccc2)n(C)c1=O
  1982	1538
O=C(CCN1C(=O)c2ccccc2C1=O)Nc1ccncc1
  1814	1487
Cc1ccc(N(CC(=O)N/N=C/c2cccc(Br)c2)S(C)(=O)=O)cc1
  1995	1680
O=C(NCc1ccncc1)C(=O)NCC1OCCCN1S(=O)(=O)c1ccccc1 (stereo not drawn)
  1713	1754
O=C(Nc1ccc2c(c1)OCO2)c1ccc(N2C(=O)c3ccccc3C2=O)cc1
  1804	1702
Cn1nnnc1NCc1ccc(Cl)cc1
  1766	1672
CC1(C)CC(=O)C2=C(C1)N(CCN1CCOCC1)C1=C(C(=O)CC(C)(C)C1)C2c1ccc(Cl)c([N+](=O)[O-])c1
  1785	1387
CCCc1nn2c(=O)cc(O)nc2s1
  1788	1515
Cc1ccn2c(Nc3ccccc3C)c(-c3cccnc3)nc2c1
  1675	1574
Cc1cc(NC(=O)c2ccc(NC(=O)C3CC3)cc2)no1
  1703	1551
O=C(COc1ccccc1[N+](=O)[O-])N/N=C/c1cccc(OC(=O)c2ccc3c(c2)OCO3)c1
  1995	1428
COc1ccc(OCCC(=O)OCC(=O)NCc2ccc(F)cc2)cc1
  1894	1615
COCCN(C(=O)CSc1nnc(C)n1-c1ccccc1)c1c(N)n(Cc2ccccc2)c(=O)[nH]c1=O
  1820	1730
CCOC(=O)CC(NC(=O)c1ccc(C)cc1)c1ccc(OC)cc1 (stereo not drawn)
  1767	1554
COc1ccc(-c2cc(C(F)(F)F)n3nc(C(=O)Nc4c(C)n(C)n(-c5ccccc5)c4=O)c(Cl)c3n2)cc1
  1883	1565
Cc1ccccc1NC(=O)c1cccc(S(C)(=O)=O)c1
  1935	1671
COc1ccc(-c2csc(NC(=O)Cc3cccc4ccccc34)c2C(=O)O)cc1
  1650	1679
COc1ccccc1C(CC(=O)Nc1ccccc1C)c1ccc(OC(C)C)cc1 (stereo not drawn)
  1864	1494
Brc1ccc(COc2ncnc3ccccc23)cc1
  1993	1661
Cn1cnnc1SCC(=O)Nc1cccc(S(=O)(=O)N2CCOCC2)c1
  1592	1413

2 compounds drawn at random from those above, as already listed:
Below each SMILES – SRC1 TRFRET art	SRC3 TRFRET art
COc1ccc(OCCC(=O)OCC(=O)NCc2ccc(F)cc2)cc1
  1894	1615
CCNc1nc(NC(C)CC)nc(ON=C(C)C)n1 (stereo not drawn)
  1791	1625

Arranged by molar mass (descending): three of the compounds above.
Below each SMILES – SRC1 TRFRET art	SRC3 TRFRET art
CC1(C)CC(=O)C2=C(C1)N(CCN1CCOCC1)C1=C(C(=O)CC(C)(C)C1)C2c1ccc(Cl)c([N+](=O)[O-])c1
  1785	1387
COc1ccc(-c2csc(NC(=O)Cc3cccc4ccccc34)c2C(=O)O)cc1
  1650	1679
Cn1cnnc1SCC(=O)Nc1cccc(S(=O)(=O)N2CCOCC2)c1
  1592	1413

Going on with the list.
Below each SMILES – SRC1 TRFRET art	SRC3 TRFRET art
C=CCNCC(=O)N1N=C(c2ccc3ccccc3c2)CC1c1ccc(OC)cc1 (stereo not drawn)
  1882	1741
Cc1cc(NC(=O)CC(CN(C)S(=O)(=O)c2ccccc2)c2ccccc2)no1 (stereo not drawn)
  1624	1700
Cc1cc(C)nc(NC(=O)c2ccc([N+](=O)[O-])o2)n1
  2094	1445
CN(CC(=O)O)S(=O)(=O)c1ccc2c(c1)NC(=O)CC(=O)N2
  2056	1499
CC(C)(C)c1ccc(OCC(=O)NNC(=S)NC(=O)c2ccccc2[N+](=O)[O-])c(Br)c1
  1759	1677
C#CCNC(=O)C1=C[C@H](c2ccccc2)[C@@H](CCCO)[C@H](OCC)O1
  1712	1596
O=C1c2ccccc2C2(c3ccc(F)cc3)NCCN12 (stereo not drawn)
  1921	1623
CCN(CC)S(=O)(=O)c1ccc(OC)c(NC(=O)CSc2cc(C)ccc2C)c1
  1824	1484
O=C(COC(=O)CNC(=O)c1cccc([N+](=O)[O-])c1)Nc1cccc(S(=O)(=O)N2CCCCC2)c1
  1865	1530
CN(C)S(=O)(=O)N(CC(=O)N1CCC(Cc2ccccc2)CC1)c1ccccc1
  1495	1519
CC1(C)CC(=O)/C(=C(/O)CCCN2C(=O)c3ccccc3C2=O)C(=NC(C)(C)C)C1
  1984	1615
O=C(Cc1c(Cl)cccc1Cl)NCCc1ccc(Cl)cc1
  1845	1615
CCCN1CN(CCc2ccccc2)CNC1=S
  1722	1326
Cc1ccc(S(=O)(=O)N(CC(=O)N(C)C)c2cccc([N+](=O)[O-])c2)cc1
  1808	1551
CC(C)=C1SC(N2CCN(c3cccc(Cl)c3)CC2)=NC1=O
  2002	1636
Cc1cccc(N(C(=O)Cn2nnc(-c3ccccc3F)n2)C(C(=O)NC(C)(C)C)c2ccncc2)c1 (stereo not drawn)
  1858	1539
COCCNCC(O)CON=C1c2ccccc2-c2ccccc21 (stereo not drawn)
  1751	1592
NC1=NC(=O)/C(=C/c2cn(CCC(=O)O)nc2-c2ccc(Cl)cc2)S1
  1708	1547
CCOC(=O)C1=C(CC)OC(N)=C(C#N)C1c1ccc(OC)cc1OC (stereo not drawn)
  1804	1751
C=CCOc1ccc(CNc2ccc(NC(=O)CCC)cc2)cc1OCC
  1754	1707
N#CCOC(=O)c1c2c(nc3ccccc13)CCC2
  1791	1595
CCCCOc1ccc(Cc2n[nH]c(=S)n2N)cc1
  1883	1694
CCC1=Nc2cc(C(=O)O)ccc2Sc2ccc(Cl)cc21
  1581	1441
CCCCN1C(=O)CC(Sc2ncccc2C(=O)O)C1=O (stereo not drawn)
  1968	1571
O=C(CCc1ccc(S(=O)(=O)N2CCOCC2)cc1)N/N=C/c1cccc(O)c1
  1717	1604
CCOc1ccc2nc(SCC(=O)Nc3nonc3C)[nH]c2c1
  1611	1755
O=C(Oc1ccc2c(c1)O/C(=C\c1ccncc1)C2=O)c1ccccc1
  1531	1371
CCOC(=O)/C(C#N)=C/c1cc2ccccc2nc1N1CCOCC1
  1703	1664
Cc1cccc2nc(-c3ccccc3)nc(N3CCC(O)(c4ccc(Cl)cc4)CC3)c12
  2070	1816
Cc1ccc(C)c(OCC(=O)N/N=C/c2c(C)nn(-c3ccccc3)c2Cl)c1C
  1908	1670
c1ccc2c(c1)nc(Nc1ccc3c(c1)OCO3)c1nnnn12
  1761	1554
O=C(N/C(=C/c1cccnc1)C(=O)N1CCOCC1)c1ccccc1Br
  1704	1582
Cc1ccc(Nc2cc(C)nc(NCc3ccccc3)n2)cc1
  1591	1425
c1ccc(OCc2nn3c(Cn4nnc5ccccc54)nnc3s2)cc1
  1850	1403
CC(/C=N\N1CCN(Cc2ccc(C)cc2)CC1)=C\c1ccccc1
  1673	1750
O=C(c1ccc(F)cc1)c1ccc(CN2C(=O)c3ccccc3C2=O)o1
  1807	1590
CN(C1CCCCC1)S(=O)(=O)c1cccc(C#N)c1
  1792	1663
Cc1cc(C)c2nc(NNC(=O)c3cc(=O)c4ccccc4o3)sc2c1
  1841	1435
CCOCCCNC(=O)C(c1ccc(Cl)cc1)N(Cc1cccs1)C(=O)CNC(C)=O (stereo not drawn)
  1778	1378
Cc1ccc(C)c(/C=C/C(=O)c2ccccc(=O)c2O)c1
  1773	1701
CSC1=NC(C)(C)C=C(/C=C/c2c(Cl)cccc2Cl)N1
  1773	1758
O=C(CSc1ncnc2ccccc12)Nc1ccc2c(c1)OCO2
  1594	1699
CCCCc1ccc(NC(=S)Nc2cccnc2)cc1
  1804	1580
c1ccc(CN=C2NN=C(c3cc4ccccc4o3)CS2)cc1
  1836	1717
CC1SCC(=O)N(CC(=O)Nc2ccc3c(c2)OCO3)C1=O (stereo not drawn)
  1805	1380
O=C(NCCCN1CCOCC1)C(=O)N/N=C/c1ccccc1
  1945	1618
Clc1ccccc1/C=C/C=N/Nc1nc(N2CCOCC2)nc(N2CCOCC2)n1
  1658	1582
Cc1ccc(S(=O)(=O)NC(=O)Nc2ccccc2)cc1
  1900	1489
O=C(O)C1=C[C@H](c2csc3ccccc23)C[C@H](OCCCCO)O1
  1808	1554
Cc1ccc(N2CC(C(=O)Nc3ccc(S(=O)(=O)Nc4nccs4)cc3)CC2=O)cc1 (stereo not drawn)
  1901	1500
Nc1nc(-c2ccc(-c3ccccc3)cc2)cs1
  1763	1541
CC(C)NC(=O)C1CCN(C2CCN(Cc3cn[nH]c3-c3ccccc3)CC2)CC1
  1747	1687
CCOc1ccc(C(=O)Nc2ccc(C(F)(F)F)n(C)c2=O)cc1
  1752	1657
Cc1ccccc1Cn1c(=O)n(CCCC(=O)NCc2ccco2)c(=O)c2ccccc21
  2095	1605
CCC(CC)c1nnc(NC(=O)c2cc(C(=O)OC)cc([N+](=O)[O-])c2)s1
  2020	1802
CCCNC(=S)N1CCC(C(=O)c2ccc(OC)cc2)CC1
  1543	1582
CCOc1ccc(N(CC(=O)NC(C(C)C)C(C)C)S(=O)(=O)c2ccc(OC)c(OC)c2)cc1
  1708	1710
COCC(=O)OCC(=O)c1cc(C)n(-c2ccc(Br)cc2)c1C
  1859	1418
CCc1ccccc1NC(=S)N1N=CCC1c1ccccc1 (stereo not drawn)
  2015	1632
Cc1ccc(Nc2nc(NCC3CCCO3)nc(N)c2[N+](=O)[O-])cc1C (stereo not drawn)
  1658	1648

A second format for some results above.
Molecule	SRC1 TRFRET art	SRC3 TRFRET art
OC1(c2cccc(C(F)(F)F)c2)CCN(Cc2nc(-c3cnccn3)no2)CC1	1721	1613
O=C(Nc1ccc(-c2nc3ccccc3s2)c(O)c1)C1=COCCO1	1522	1543
CCCc1ccc(O)c(N=Cc2cc(Br)cc(OCC)c2O)c1	1828	1741

(cont.)
Below each SMILES – SRC1 TRFRET art	SRC3 TRFRET art
C/C(Cl)=C\Cn1c(O)c(N=NC(N)=S)c2cc(Br)ccc21
  1645	1489
CCN(CC)C(=O)c1sc(N2C(=O)Nc3ccccc3N2O)c(C(=O)OC)c1C
  1589	1480
CN1CCN(CC(=O)N2N=C(c3cccs3)CC2c2ccco2)CC1 (stereo not drawn)
  1531	1562
COc1cc(CN2CCNC(=O)C2CC(=O)N2CCc3ccccc3C2)cc(OC)c1 (stereo not drawn)
  1489	1493
O=c1c(Cc2ccc(Cl)cc2)c(O)ccn1Cc1ccncc1
  1958	1403
O=C(NN1C(=O)C2C3CCC(O3)C2C1=O)c1ccc(Cl)cc1 (stereo not drawn)
  1707	1394
Cc1ccccc1-n1cc(CNC(=O)CCc2nnc(CCc3ccccc3)o2)cn1
  1825	1654
